Screening results: PubChem BioAssay, Sanford-Burnham Center for Chemical Genomics
697 NFkB inh = lowers PMA/ionomycin-induced NF-kB signal in 697 B cells; 697 B-cell NF-kB luciferase reporter, 16 h; inhibition, % at 4 µM; 330,000 tested, 0.33% active; in the data active = inhibition above about 35%
UPR CHOP act = activators of apoptotic arm of unfolded protein response (CHOP). CHO-CHOP luciferase reporter, UPR activation, luminescence; percent of tunicamycin response over DMSO baseline. AID 449763. 330,000 tested, 0.34% active. activation, % at 10 µM;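 active = at 10 µM dose, activation of 40% or more, normalized to positive control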;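 also: 100% = tunicamycin at 10 µg/mL and 0% = DMSO alone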
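Dosing – one dose, 10 µM in 0.5% DMSO · System – CHO-CHOP cells, stable luciferase reporter of PERK-eIF2a-CHOP signalling · Input – 500 cells/well · Control set – tunicamycin 10 µg/mL final as positive, DMSO-only wells as negative · Timing – 6 h compound treatment, 37 °C · Measure – % activation vs tunicamycin · Technique – luminescence read with Steady-Glo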
TIM10 inh = TIM10 yeast growth inhibition | 330,000 tested, 1.4% active | S. cerevisiae TIM10 strain growth, BacTiter-Glo luminescence, 24 h | inhibition, % at 10 µM;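 active = inhibition of 40% or more at the single tested concentration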;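 also: wild-type TIM10 isogenic control strain grown at permissive 25 °C; 0% = DMSO yeast wells and 100% = minimal medium wells without yeast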
Mdm2 MdmX PPI = human Mdm2/MdmX binding inhibition; SaOS-2 split-luciferase Mdm2/MdmX complementation, luminescence; O15151+Q00987; inhibition, % at 8 µM; 330,000 tested, 3% active;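 active = inhibition of at least 50% at 8 µM in the primary screen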
Target sequence (O15151 whole entry, looked up): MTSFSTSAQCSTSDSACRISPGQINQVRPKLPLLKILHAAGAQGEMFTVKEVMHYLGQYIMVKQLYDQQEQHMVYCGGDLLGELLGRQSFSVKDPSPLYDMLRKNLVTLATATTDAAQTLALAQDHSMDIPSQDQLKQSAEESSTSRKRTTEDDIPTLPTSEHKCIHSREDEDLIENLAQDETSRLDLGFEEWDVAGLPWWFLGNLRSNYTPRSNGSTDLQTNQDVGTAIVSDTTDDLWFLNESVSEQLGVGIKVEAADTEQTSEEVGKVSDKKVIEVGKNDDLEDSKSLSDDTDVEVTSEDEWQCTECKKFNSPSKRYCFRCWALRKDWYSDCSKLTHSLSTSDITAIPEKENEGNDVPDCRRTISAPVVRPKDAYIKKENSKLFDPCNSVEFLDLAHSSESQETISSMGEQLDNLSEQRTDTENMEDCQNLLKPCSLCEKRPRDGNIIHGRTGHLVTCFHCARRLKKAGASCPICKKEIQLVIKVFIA
Target sequence (Q00987 whole entry, looked up): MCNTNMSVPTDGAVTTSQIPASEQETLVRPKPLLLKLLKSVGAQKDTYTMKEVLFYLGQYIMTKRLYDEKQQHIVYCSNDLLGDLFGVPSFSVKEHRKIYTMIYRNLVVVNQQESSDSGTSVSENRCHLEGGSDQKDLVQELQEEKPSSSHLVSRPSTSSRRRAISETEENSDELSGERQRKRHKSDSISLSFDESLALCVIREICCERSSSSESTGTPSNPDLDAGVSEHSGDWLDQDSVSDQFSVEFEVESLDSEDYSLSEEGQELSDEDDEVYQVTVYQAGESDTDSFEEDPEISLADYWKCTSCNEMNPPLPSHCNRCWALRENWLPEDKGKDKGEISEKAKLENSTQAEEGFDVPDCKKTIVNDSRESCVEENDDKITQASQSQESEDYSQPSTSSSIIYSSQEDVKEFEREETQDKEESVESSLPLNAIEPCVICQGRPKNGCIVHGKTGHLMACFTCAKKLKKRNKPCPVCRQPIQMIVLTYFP
tim23-1 inh = growth inhibitors of tim23-1 mutant yeast; S. cerevisiae tim23-1 growth, BacTiter-Glo luminescence, 24 h; inhibition, % at 20 µM; 330,000 tested, 1.3% active;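 active = growth inhibition of the mutant yeast at or above 50%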;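 also: temperature-sensitive mutant grown at 25 °C; plate controls were DMSO-treated mutant yeast for no effect and medium wells lacking yeast for full effect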
XBP1 UPR activ = activators of adaptive arm of unfolded protein response (XBP1); 330,000 tested, 0.33% active; activation, % at 20 µM; CHO-XBP1 luciferase reporter, IRE1-XBP1 UPR activation, luminescence; percent of tunicamycin response, DMSO as zero;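 active = versus positive control, 20 µM dose yields 30% or more activation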;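 also: 100% = tunicamycin at 10 µg/mL and 0% = DMSO only wells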
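Material: CHO-XBP1 cells stably carrying IRE1-XBP1-driven luciferase reporter / Amount: 1000 cells per well / Compound: 20 µM, 1% DMSO / Times: 6 h treatment, 37 °C / Detection: luciferase luminescence / Measure: % activation of reporter signal versus tunicamycin and DMSO controls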
tim10-1 inh = growth inhibitors of tim10-1 mutant yeast. S. cerevisiae tim10-1 ts strain growth, BacTiter-Glo, 24 h. inhibition, % at 20 µM. 330,000 tested, 2.2% active;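 active = inhibition of at least 40%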;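 also: mutant grown at 25 °C; 0% = DMSO wells with yeast and 100% = wells holding no yeast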
Jurkat NFkB inh = inhibitors of the PMA/ionomycin-induced NF-kB reporter in Jurkat cells. inhibition, % at 4 µM. PMA/ionomycin-induced NF-kB luciferase reporter, luminescence. 330,000 tested, 0.53% active. AID 435003; in the data active = inhibition above about 50%
Numbers without * were called inactive; i = inactive; . = no result given.

SMILES	697 NFkB inh	UPR CHOP act	TIM10 inh	Mdm2 MdmX PPI	tim23-1 inh	XBP1 UPR activ	tim10-1 inh	Jurkat NFkB inh
S=C(NCCc1ccccc1)N1CCc2ccccc2C1	-44	4.5	33	3	34	-2	34	-33
COc1ccc(OCC(O)Cn2c(N3CCCCC3)nc3c2c(=O)n(C)c(=O)n3C)cc1 (stereo unspecified)	6	-1.8	12	-3	23	-4	6	-17
O=c1cc(-c2ccccc2)nc2nc(SCc3ccccc3)[nH]n12	-26	0.0	-14	-31	22	3	5	-12
c1ccc(-c2ccccc2OCCCN2CCCC2)cc1	-9	0.4	-12	-8	-1	0	17	-13
COc1ccc(C(=O)OCC(=O)N2CCc3ccccc3C2)cc1OC	4	0.9	4	-1	25	-1	-5	13
O=C(NCCN1CCOCC1)c1cc2sccc2n1Cc1ccc(Cl)cc1	12	-1.1	26	32	14	-3	24	-11
Cc1onc(-c2ccccc2)c1C(=O)Nc1cc(C(F)(F)F)ccc1N1CCOCC1	-52	2.7	26	29	7	12	21	56*
Cc1cc(C)c(S(=O)(=O)NC2CCN(Cc3ccccc3)CC2)c(C)c1	25	-2.0	-8	19	15	-1	-8	9
CSc1ccc(NC(=O)Nc2cc(C)ccn2)cc1	-318	-1.9	15	-113	4	-12	-11	-150
CCOC(=O)C(Cc1ccc(NC(=O)/C(=C\c2ccccc2)NC(=O)c2ccccc2)cc1)N1C(=O)c2ccccc2C1=O (stereo unspecified)	12	-1.7	13	39	-9	-2	0	1
N#Cc1cccc(C(=O)OCC(=O)NC(=O)NC2CCCCC2)c1	5	0.4	-3	4	2	-1	5	1
O=C(NCc1ccccc1)C(=O)NCC1OCCN1S(=O)(=O)c1ccc2c(c1)OCCO2 (stereo unspecified)	12	1.5	-7	15	-3	-2	2	-9
Cc1cc(NC(=O)CCC(=O)N(Cc2ccco2)C(C(=O)NC2CCCCC2)c2cccs2)no1 (stereo unspecified)	-4	0.9	-1	11	16	3	4	1
CC1(C(=O)NCC2CCCO2)Oc2cccnc2NC1=O (stereo unspecified)	4	0.8	8	22	-5	0	5	10
Cc1cccc2cc(CN(Cc3ccco3)C(=O)NC3CCCCC3)c(=O)[nH]c12	-37	-1.3	3	-19	13	0	26	-12
O=C(NC(=S)Nc1ccccc1Cl)c1cnn2c(C(F)(F)F)cc(C(F)(F)F)nc12	-28	-0.7	1	11	1	2	-3	17
COc1cc(NC(=O)CCc2nnc3ccc(N4CCC5(CC4)OCCO5)nn23)cc(OC)c1	-31	1.6	4	17	-1	-5	3	3
CC(=O)c1c(C)[nH]c(C(=O)CSc2nnc3ccccn23)c1C	5	4.8	7	-9	8	1	8	-17
COc1cc(OC)cc(-c2c(-c3cccs3)c3cc(-c4ccc5[nH]ccc5c4)ccc3n2C)c1	8	1.9	5	42	6	0	14	0
O=C(Nc1ccc(S(=O)(=O)NC2=NCCCCC2)cc1)c1cc(S(=O)(=O)N2CCOCC2)ccc1F	2	-0.7	3	24	4	-3	-9	-10

2 records picked at random from the list so far, as already listed:
SMILES	697 NFkB inh	UPR CHOP act	TIM10 inh	Mdm2 MdmX PPI	tim23-1 inh	XBP1 UPR activ	tim10-1 inh	Jurkat NFkB inh
O=C(NCCN1CCOCC1)c1cc2sccc2n1Cc1ccc(Cl)cc1	12	-1.1	26	32	14	-3	24	-11
COc1ccc(C(=O)OCC(=O)N2CCc3ccccc3C2)cc1OC	4	0.9	4	-1	25	-1	-5	13

Molecules shown so far containing a halogen:
SMILES	697 NFkB inh	UPR CHOP act	TIM10 inh	Mdm2 MdmX PPI	tim23-1 inh	XBP1 UPR activ	tim10-1 inh	Jurkat NFkB inh
O=C(NCCN1CCOCC1)c1cc2sccc2n1Cc1ccc(Cl)cc1	12	-1.1	26	32	14	-3	24	-11
Cc1onc(-c2ccccc2)c1C(=O)Nc1cc(C(F)(F)F)ccc1N1CCOCC1	-52	2.7	26	29	7	12	21	56*
O=C(NC(=S)Nc1ccccc1Cl)c1cnn2c(C(F)(F)F)cc(C(F)(F)F)nc12	-28	-0.7	1	11	1	2	-3	17
O=C(Nc1ccc(S(=O)(=O)NC2=NCCCCC2)cc1)c1cc(S(=O)(=O)N2CCOCC2)ccc1F	2	-0.7	3	24	4	-3	-9	-10

Next section
SMILES	697 NFkB inh	UPR CHOP act	TIM10 inh	Mdm2 MdmX PPI	tim23-1 inh	XBP1 UPR activ	tim10-1 inh	Jurkat NFkB inh
Cc1cc(N2CCCCC2)n2ncc(-c3ccccc3)c2n1	i	-7.0	-10	40	32	-4	38	-185
CCOC(=O)CCCCCN(Cc1ccccc1)S(=O)(=O)c1ccc([N+](=O)[O-])cc1	9	-0.5	-6	7	11	-3	26	12
O=C(COC(=O)/C=C/c1ccc(Cl)cc1Cl)NCc1ccco1	-18	-0.3	-26	-4	-2	-2	5	5
O=C(CSc1ccccc1)Nc1ccc2c(c1)OCCO2	-17	6.0	-9	-47	24	-1	-10	-167
COc1ccccc1N(C)S(=O)(=O)c1ccc(C(=O)Nc2cc(F)ccc2C)cc1	1	1.2	5	37	26	-3	7	-6
O=C(NCCNC(=O)c1ccccn1)c1ccccc1	0	-0.6	-8	-6	16	-6	0	-12
CCOc1ccc(NC(=O)CCS(=O)(=O)c2cccc3nsnc23)cc1	-15	0.1	3	32	35	0	24	-10
COC(=O)C1=NN(C(=O)c2ccccc2)C(O)(c2ccc([N+](=O)[O-])cc2)C1 (stereo unspecified)	0	2.5	13	16	28	-4	23	9
Cc1ccc2c(c1)-c1ccccc1S(=O)(=O)N2	3	0.5	11	-30	32	-1	26	15
CN1CCN(C(=O)C2=C[C@H](C3CCCCC3)C[C@H](OCc3ccc(CO)cc3)O2)CC1	7	2.2	-5	5	-14	0	10	-4
c1cncc(-c2cnc3ccccc3c2)c1	-18	1.4	-9	-29	3	2	-25	-22
C=CCN1C(=Nc2ccccc2)SC/C1=C\C(=O)OC	7	-0.7	5	-2	9	-4	17	0
Cc1cc(CCN2CCC(=O)NC2=O)ccc1OC(C)C	18	0.4	5	0	1	-3	-1	17
COc1cccc(N(CC(=O)NCc2ccccc2)C(=O)CCC(=O)Nc2nccs2)c1	-13	1.7	3	-4	1	-2	-18	10
CN(C)CCNS(=O)(=O)c1ccc2c3c(cccc13)C(=O)N2	-13	1.0	5	11	11	-2	9	8
C/C(CC(=O)Nc1cccc2c1CCCC2)=N\NC(=O)COc1ccccc1	12	-1.9	6	-19	26	-3	23	10
CCn1ccc(C(=O)Nc2ccc(Cl)cn2)n1	-92	5.0	-1	-35	13	4	15	-59
COc1ccc(C(=O)n2cnc3ccccc32)cc1Br	2	-1.8	-10	-2	4	0	-17	14
COC(=O)C1=C(O)C2(C(=O)O)CC(C(=O)OC)=C(O)C(C(=O)O)(C1)C2	-28	-0.8	11	2	16	-2	8	-27
N#Cc1c(-c2cccs2)cc(-c2cccs2)[nH]c1=O	-9	-0.9	-19	11	-25	6	-14	-8
O=C(CSc1nc2c(sc3ccccc32)c(=O)n1CCCN1CCOCC1)NC1CCCC1	2	0.5	-3	-5	2	-1	6	-7
N#C/C(=C\c1cn(Cc2ccccc2F)c2ccccc12)C(=O)NCc1ccco1	16	1.8	15	39	3	-4	14	14
COc1ccccc1COC(=O)CN1C(=O)NC2(CCCCC2C)C1=O (stereo unspecified)	-4	1.9	2	12	15	-1	14	2
COc1cc(OC)cc(C(=O)N[C@H](C(=O)OCC(=O)Nc2cccc(F)c2)C(C)C)c1	-15	0.8	24	6	22	-1	13	4
COc1ccc(CCNC(=O)CN(c2ccccc2OC)S(=O)(=O)c2ccc(C)cc2)cc1	-1	0.8	3	17	27	-5	32	-4
CSc1cccc(NS(=O)(=O)c2cc(Br)cnc2N)c1	-6	-0.5	22	19	-7	-2	17	-1
CCN1CCN(C(=O)c2ccccc2N(Cc2ccccc2)S(=O)(=O)c2ccc(C)cc2)CC1	21	-1.6	20	16	3	4	16	5
CS(=O)(=O)N(CC(=O)N1CCc2ccccc2C1)c1ccccc1Br	-11	1.1	-4	13	9	-2	7	17
O=C(/C=C/c1ccc(Cl)cc1)N1CCN(Cc2ccccc2)CC1	3	1.1	-5	15	33	3	28	-9
O=C1c2ccccc2C(=O)C12OC(c1ccccc1)C1(C(=O)c3ccccc3C1=O)C2c1ccc([N+](=O)[O-])cc1 (stereo unspecified)	-13	2.6	28	14	33	4	31	-1
O=C(OCC(=O)N1CCOCC1)c1ccccc1OCc1ccccc1	20	0.5	0	1	-3	-1	-13	5
CN(CC1CCCN(CCc2ccc(Cl)cc2)C1)C(=O)c1ccco1 (stereo unspecified)	-14	0.5	0	2	15	-2	2	4
CCOc1ccc(NS(=O)(=O)c2ccc(C(=O)N(C)CCc3ccc(OC)c(OC)c3)cc2)cc1	-6	0.2	7	21	11	-4	6	0
CCN1CCN(C(=O)CCc2nnc(CCc3ccccc3OC)o2)[C@@H](C)C1=O	-1	1.5	-5	15	-1	-2	8	0
CC(=O)Nc1ccc(Oc2nc(-c3cccnc3)nc3sc4c(c23)CCCC4)cc1	1	-1.3	4	16	1	2	2	-3
COc1nc(NCCc2ccc(OC)c(OC)c2)nc(Nc2ccccc2)n1	-3	2.2	-7	-6	26	-1	-1	-14
CC1CCC(C(=O)NC(C(=O)NCc2ccccn2)C(C)C)CC1 (stereo unspecified)	-7	0.6	4	0	4	-1	6	-5
CC(=O)OC(C(=O)NC1CCCCC1)c1ccc(Cl)c(Cl)c1 (stereo unspecified)	11	-1.0	15	-28	36	0	15	-10
CCN(CC)S(=O)(=O)c1cc(NC(=O)c2ccc(Br)s2)ccc1C	-59	1.1	0	18	17	-3	13	-40
CN(C(=O)CSc1nncc2ccccc12)C1CCCCC1	-31	3.0	4	-30	27	1	1	-24
N=c1sccn1CC(=O)Nc1ccc([N+](=O)[O-])cc1Cl	16	0.9	-3	7	14	0	11	4
Cc1ccc(/C=N/NC(=O)c2ccc(C(=O)N/N=C/c3ccc(C)s3)o2)s1	1	2.4	3	16	-8	4	6	-14
Cc1ccc(N2CC(C(=O)Nc3nnc(SCC(N)=O)s3)CC2=O)cc1 (stereo unspecified)	1	1.2	7	12	6	-1	0	6
C/C(=N\NC(=O)c1nnn(-c2nonc2N)c1C(C)C)c1ccncc1	3	2.2	-2	-3	5	0	8	3
O=C(NC1CC1)C1=C[C@@H](c2csc3ccccc23)C[C@@H](OCCCCO)O1	5	-0.1	3	13	9	-4	15	1
O=C1NC(c2ccc(O)cc2)Nc2ccccc21 (stereo unspecified)	-9	5.5	-1	13	4	-1	-6	8
CN(C)C(=O)CCc1ccc2c3c([nH]c2c1)[C@]1(CCc2ccccc2)[C@@H](C(=O)N2CCCCC2)C[C@H](CC(=O)NCc2ccco2)C(=O)N1CC3	39*	40	-10	98*	31	33*	18	.
CN1C(=O)CC(c2cn(Cc3ccccc3)c3ccccc23)C1=O (stereo unspecified)	7	0.1	-10	9	21	-3	11	10
COc1ccc(OC)c(-n2c(SCC(=O)N3CCc4ccccc43)nc3c(c2=O)SCC3)c1	-5	2.6	7	20	12	-5	3	14
Cc1noc2ncc(C(=O)c3cc(F)ccc3O)cc12	0	0.4	10	-16	15	-4	32	-9
COc1cc(NC(=O)CN(C)S(=O)(=O)c2ccc(-c3ccc(=O)[nH]n3)s2)cc(OC)c1	-18	0.0	1	1	10	-4	-12	16
CC(C)(C)N1CC(OC(N)=O)C1	1	1.1	6	1	3	-5	-8	18
COc1cc(/C=N/Nc2nc(=O)[nH]nc2C)cc(OC)c1O	5	0.0	2	-15	15	-2	13	-22
CCC(C)OC(=O)C1=C(C)O[C@]23OC(N)=C(C#N)[C@]12C(=O)c1ccccc13 (stereo partly specified)	-2	0.9	14	17	32	2	20	2
COc1ccc(N2CCN(CCCNC(=S)Nc3c(C)cccc3C)CC2)cc1	-16	-0.4	-22	4	5	-1	14	-3

Structures listed so far that bear a hit mark in Jurkat NFkB inh:
Compound | 697 NFkB inh | Mdm2 MdmX PPI | XBP1 UPR activ | Jurkat NFkB inh
Cc1onc(-c2ccccc2)c1C(=O)Nc1cc(C(F)(F)F)ccc1N1CCOCC1 | -52 | 29 | 12 | 56*
